From PubChem
MC4R ag barr = human MC4R agonism via beta-arrestin; 0.98% of 360,000 active; U2OS MC4R beta-arrestin complementation, luminescence; percent of melanotan II response, DMSO zero; P32245; activation, % at 8.9 µM;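 active = activation above a per-plate cutoff, the mean activation of sample wells on that plate plus 3 SD, cut at about 8% in these data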
ABCB6 inh MLPCN = inhibitors of human ABC transporter ABCB6; Q9NP58; K562-ABCB6 porphyrin accumulation, flow cytometry, 1 h; active compounds read low; fluorescence ratio to DMSO, % at 10 µM; 0.19% of 360,000 active;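 active = fluorescence ratio to DMSO below 75%, the collection mean minus 3 SD; inconclusive = too few cells collected in the well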;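 note: signal is porphyrin accumulated inside mitochondria; 100% equals median channel fluorescence of DMSO control wells; lower ratio means ABCB6 inhibition with less porphyrin fluorescence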
PDI inh = blocks human protein disulfide isomerase activity; P07237; PDI insulin aggregation turbidity, A650, 90 min; inhibition, % at 10 µM; 0.052% of 350,000 active; AID 588391;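 active = mean inhibition across replicates of 30% or more, whatever share of single replicates reach that level; inconclusive = mean inhibition below 30% while every single replicate reaches 30%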;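 note: absorbance from insulin aggregation driven by PDI reduction with DTT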
Target sequence (P07237 whole entry, looked up): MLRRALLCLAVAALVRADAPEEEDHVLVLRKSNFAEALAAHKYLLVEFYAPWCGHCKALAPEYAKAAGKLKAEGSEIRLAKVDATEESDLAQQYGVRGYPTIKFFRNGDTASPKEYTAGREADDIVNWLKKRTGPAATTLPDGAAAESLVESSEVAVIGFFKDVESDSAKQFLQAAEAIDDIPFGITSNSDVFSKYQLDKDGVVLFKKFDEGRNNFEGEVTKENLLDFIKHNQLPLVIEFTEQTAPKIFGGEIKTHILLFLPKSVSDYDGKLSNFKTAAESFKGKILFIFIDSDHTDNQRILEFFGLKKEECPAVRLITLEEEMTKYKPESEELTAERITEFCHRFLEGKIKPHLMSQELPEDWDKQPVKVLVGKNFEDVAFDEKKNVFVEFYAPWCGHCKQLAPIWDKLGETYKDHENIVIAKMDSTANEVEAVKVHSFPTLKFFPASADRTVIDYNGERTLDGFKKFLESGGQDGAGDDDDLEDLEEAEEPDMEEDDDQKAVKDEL
Glyco luc inh = blocks N-linked glycosylation in D54 reporter cells | D54 ERlucT glycosylation luciferase reporter, 24 h; percent of 100 nM tunicamycin response | reporter increase, % at 12.5 µM | 0.23% of 360,000 active;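 active = mean luciferase reporter signal, scaled so untreated is 0 and the glycosylation-blocking control 100, at or above a set limit in every replicate; inconclusive = mean reaches the limit but not every replicate does; inactive = mean below the limit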;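 note: luciferase carries N-glycosylation sites so blocking glycosylation raises the light; 0% = median of neutral control wells and 100% = median of 100 nM tunicamycin wells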
aDG glyco up = increases alpha dystroglycan glycosylation; Pro5-aDG cells, alpha-DG glycosylation AlphaScreen (IIH6); 0% Pro5, 100% B10-LARGE cell signal; activation, % at 10 µM; 0.22% of 360,000 active;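 active = activation of at least 8% versus controls, or a plate z-score of at least 8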;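 note: Pro5 are CHO cells carrying HIG-tagged alpha-DG that lacks glycosylation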
HTR2A ag = mouse HTR2A agonism via beta-arrestin recruitment; CHO-K1 mHTR2A beta-arrestin complementation, luminescence; percent of 30 µM serotonin response; activation, % at 7.6 µM; 0.66% of 360,000 active; P35363;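 active = activation above a run cutoff, the mean activation of all tested compounds plus 3 SD, cut at about 14% in these data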;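 note: 0% = plate median of compound wells and 100% = 30 µM serotonin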
Target sequence (P35363 whole entry, looked up): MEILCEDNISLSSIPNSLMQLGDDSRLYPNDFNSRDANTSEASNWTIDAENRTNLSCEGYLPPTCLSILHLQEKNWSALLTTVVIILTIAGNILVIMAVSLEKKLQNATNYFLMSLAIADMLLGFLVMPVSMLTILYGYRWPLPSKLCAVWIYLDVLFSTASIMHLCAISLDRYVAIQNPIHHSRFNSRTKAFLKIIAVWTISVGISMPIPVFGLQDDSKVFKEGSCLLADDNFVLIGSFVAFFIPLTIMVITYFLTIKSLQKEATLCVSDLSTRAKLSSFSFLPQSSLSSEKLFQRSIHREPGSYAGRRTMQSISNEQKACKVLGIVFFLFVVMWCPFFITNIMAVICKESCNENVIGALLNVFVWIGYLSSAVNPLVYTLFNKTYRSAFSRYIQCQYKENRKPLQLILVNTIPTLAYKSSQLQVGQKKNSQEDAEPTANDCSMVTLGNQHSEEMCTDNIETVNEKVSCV
MC4R antagonist = blocks human MC4R cAMP signaling; P32245; MC4R-expressing cells, MTII-stimulated cAMP, LANCE TR-FRET; inhibition, % at 6.5 µM; 0.48% of 360,000 active;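 active = inhibition above its plate's cutoff, the mean of tested wells on that plate plus 3 SD, cut at about 29% in these data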;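 note: 0% = Melanotan II alone and 100% = Melanotan II plus saturating MCL0020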
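System: U2OS-MC4R stable cell line; Technique: Eu-cAMP/anti-cAMP TR-FRET, emission 671 nm; Repeats: single well per compound; Also added: Melanotan II; Dosing: one concentration, 6.5 µM nominal; Schedule: 30-min compound, 1-h challenge, 1-h detection, room temperature.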
CaV13 FRET inh = Disruptors of the CACNA1D IQ motif to Ca2+-dependent inactivation inhibitor domain association, primary screening, Förster resonance energy transfer in intact living … | AID 743397 | HEK cells, CFP/YFP FRET ICDI-IQ, plate reader, 10 min; percent FRET-ratio fall versus neutral wells | 0.098% of 340,000 active | inhibition, % at 12.3 µM;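 active = mean replicate inhibition of at least 30% and at least 1% of replicates passing that level; inconclusive = only one of the two criteria is met; inactive = neither criterion is met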;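 note: 0% = median of the neutral control wells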
Vif imaging = HIV Vif inhibition. HEK293T cells, Vif self-association by quenched fluorescence, imaging, 24 h. inhibition, % at 7.49 µM. 0.35% of 340,000 active; in the data active = inhibition above about 50%, passing the limit was not always enough; inconclusive = no clear call, values can overlap the other calls; inactive = below about 31%; note: some results filed as inactive read as strong as hits
H9c2 protect = modulators protecting cardiomyocytes from myocardial damage; H9c2 cardiomyocytes, H2O2 injury protection, ATPLite, 2 h; protection from H2O2 cell death, % at 20 µM; 0.63% of 360,000 active;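 active = compounds giving at least 50% protection of heart cells from peroxide-induced death in the single-dose screen, raw or plate-pattern-corrected value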;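 note: 0% = DMSO wells with peroxide and 100% = DMSO wells without peroxide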
Starred values were filed as active, the others as inactive; ? = inconclusive; · = not tested or not shown.

SMILES	MC4R ag barr	ABCB6 inh MLPCN	PDI inh	Glyco luc inh	aDG glyco up	HTR2A ag	MC4R antagonist	CaV13 FRET inh	Vif imaging	H9c2 protect
COc1ccc(OCc2cc(C(=O)N3CCCCCC3)no2)c(Cl)c1	-3.5	97	6	5	-0.1	0	-5	-6	·	0
Cc1ccc(CN(c2ccc(C(=O)Nc3ccc4c(c3)OCO4)cc2)S(C)(=O)=O)cc1	0.7	104	?	-1	-0.2	1	5	-5	-3	-11
COc1ccc(OCC(=O)Nc2ccccc2Cl)cc1	-1.9	96	-3	5	-0.3	0	7	-6	5	-5
Cc1nc(Oc2ccccc2)c2ccccc2n1	4.1	97	5	2	-0.3	3	7	-3	6	48
COC(C(=O)N1CCC(CCC(=O)Nc2ccccc2)CC1)c1ccccc1 (centres undefined)	-2.0	93	1	2	-0.1	-8	-2	-6	-1	2
Cc1oc(-c2ccc(Cl)cc2)nc1CS(=O)CC(=O)NC1CC1 (centres undefined)	-2.8	101	4	1	-0.1	0	-2	-4	22	-1
COc1cc(/C=N/NC(=O)C[n+]2ccccc2)cc(OC)c1OC(C)=O	-0.8	95	1	-1	-0.1	-1	4	-4	-5	-3
CS(=O)c1ccccc1-c1nc(-c2ccc(Cl)cc2)no1 (centres undefined)	-0.1	93	8	0	0.4	4	-2	-4	15	-4
CCOC(=O)c1csc(NC(=O)c2ccc(S(=O)(=O)N3CCCC3)cc2)n1	-1.2	97	1	-1	-0.3	3	0	-9	-3	-3
COc1cccc(C(=O)Nc2cccc3ccccc23)c1OC	-0.6	98	-10	0	0.0	4	4	-4	1	-8
COC(=O)CSc1ccc(S(=O)(=O)N2CCCCCC2)cc1[N+](=O)[O-]	-3.1	98	5	-1	-0.3	-3	12	-2	-4	-11
Cc1nn(S(=O)(=O)c2ccc(F)cc2)c(C)c1S(=O)(=O)N1CCOCC1	-1.9	91	-3	2	-0.2	2	0	-6	16	6
Cc1noc(C)c1CNCc1ccccc1	-0.2	99	-2	-1	0.1	2	19	-19	-17	3
COC(=O)Nc1sc2nc(C)cc(C)c2c1-n1cccc1	-2.8	103	-4	-2	-0.2	1	-1	-6	-1	13
Cc1ccccc1NC(=O)COC(=O)Cc1cccc(C(F)(F)F)c1	-2.1	111	·	2	-0.3	-1	9	-3	-18	19
O=C(c1ccc(-c2ccccc2)cc1)N1CCN(Cc2ccccn2)CC1	-0.3	98	-4	-3	0.0	-4	4	-5	32	0
COc1cc(C2C(C#N)=C(C)NC3=C2C(=O)CC(C)(C)C3)ccc1OCCO (centres undefined)	-2.7	95	-8	0	-0.1	-4	-1	·	10	10
S=C(Nc1cccc(Cl)c1)NC1CCCCC1	6.0	101	-4	-2	0.1	-1	2	-4	1	-6
O=C(N/N=C/c1ccc2c(c1)OCO2)c1ccc(NC(=O)c2ccccc2Cl)cc1	0.6	103	10	-5	0.0	-3	2	-3	0	56*
COc1ccc(C2CC(=O)N(c3ccccc3)C3=C2C(=O)CCC3)cc1 (centres undefined)	-1.1	95	4	-1	-0.1	-5	4	-4	39	1
CSc1nc2ccccc2n1CC(=O)Nc1c(C)n(C)n(-c2ccccc2)c1=O	-1.4	88	-3	0	0.2	3	1	·	11	0
O=C(c1ccc2c(=O)n3c(nc2c1)CCCCC3)N1CCN(c2cccc(Cl)c2)CC1	1.8	106	·	1	0.3	4	20	-3	-4	9
CC(=O)Nc1ccc(-c2csc(NC(=O)CCNC(=O)c3ccco3)n2)cc1	-3.8	94	8	4	0.0	-3	1	-6	-8	9
Cc1ccc(NC(=O)/C=C/c2ccc3c(c2)OCO3)nc1	-1.6	94	-2	-5	0.1	6	-10	-6	10	-6
Cc1ccc([C@H]2C[C@@H](O)[C@H](n3cc(-c4ccc(F)cc4)nn3)CN2Cc2cccs2)cc1	-1.5	101	1	-1	-0.1	1	2	-3	2	-26
Cc1cccc(C)c1-n1nnnc1C1(C)CCC(=O)N1Cc1cccs1 (centres undefined)	·	95	·	·	-0.4	-1	·	-6	·	·
CCN1CCN(S(=O)(=O)c2c(C)[nH]c(C)c2C(=O)N2CCCCC2)CC1	-2.5	97	1	2	-0.1	-3	-3	-5	-2	0
C[C@]12CCC3C(CC[C@H]4CC(O)CC[C@]34C)C1CC/C2=N/NC(=O)c1ccncc1 (some centres undefined)	-0.8	261	4	-3	0.2	2	-7	-18	-5	7
Cc1ccc(C)c(OC2=NS(=O)(=O)c3ccccc32)c1	0.3	100	4	2	0.1	8	5	-6	13	4
CCOC(=O)C1=C(CN2CCCCCC2)NC(=O)NC1c1cccc([N+](=O)[O-])c1 (centres undefined)	2.3	93	4	0	0.0	6	10	-6	-5	-14
Cc1c(Cl)cccc1NC(=O)c1cccc(NC(=O)CCC(=O)O)c1	-1.4	97	-6	-1	-0.1	-3	8	·	-2	0
CCNc1c(NS(=O)(=O)c2ccc(C3CCCCC3)cc2)c(=O)oc2ccccc12	1.7	94	1	2	-0.1	8	0	-2	-9	-12
CC1(C(=O)Nc2ccc3c(c2)OCO3)Cc2c(-c3ccccc3)ccnc2O1 (centres undefined)	0.6	96	-10	0	0.1	4	-6	-2	-1	7
CSc1ncc(Cl)c(C(=O)Nc2cccc3ccccc23)n1	0.8	101	-2	-2	-0.4	2	5	-12	10	-4
CCOC(=O)C1=C(C)NC(C)=C(C(=O)OCC)C1C(=O)OCC(=O)N1CCc2ccccc2C1	-0.9	96	17	-1	0.4	-3	6	-3	2	-5
CC(/C=C1\SC(=S)N(CCC(=O)Nc2cccc(C(=O)O)c2)C1=O)=C\c1ccccc1	0.3	98	5	-3	-0.3	-9	3	-4	6	-5
O=C(NCc1ccc(Cl)c(Cl)c1)c1ccco1	1.5	113	5	-4	0.4	-1	13	·	11	7
Cc1ccccc1NC(=S)N(CCc1c(C)[nH]c2ccc(F)cc12)Cc1cccnc1	-1.7	97	14	-3	0.8	3	0	4	0	-3
CCn1c(SCc2ccccc2)nc2c1c(=O)[nH]c(=O)n2C	-1.7	102	-3	4	0.0	3	3	-6	7	3
COc1ccc(S(=O)(=O)N2CCC[C@H]2C(=O)N2CCC[C@H]2C(=O)NCc2ccccn2)cc1C	·	95	·	·	0.2	1	·	-8	·	·
O=C(NCCc1c[nH]c2ccccc12)/C(=C\c1cccnc1)NC(=O)c1ccco1	-0.8	98	5	3	0.0	-3	-3	-3	0	3
CCN1CCN(c2ccc(S(=O)(=O)N3CCCCC3)cc2NC(=O)c2ccccc2)CC1	-1.9	96	-4	0	0.0	2	8	-6	·	5
COc1ccc(Cl)cc1NC(=O)CN(C)CC(=O)Nc1ccccc1N1CCOCC1	-3.5	86	10	22	-0.5	-6	-3	1	-2	10
COc1cc(OC)cc(C(=O)NNC(=O)CCc2ccccc2)c1	-1.1	99	-1	-1	0.3	4	12	-4	11	0
NC(=O)CSc1nnc(-c2ccccc2Br)n1-c1cccc(C(F)(F)F)c1	-2.0	108	0	1	-0.1	-3	2	-6	-18	0
Cc1ccc(SCc2c(-c3ccccc3)nn(C)c2Cl)cc1	1.3	95	9	-2	0.2	-3	2	-5	·	-12
O=C(NCc1ccccn1)Nc1ccccc1F	-1.4	102	-1	-1	0.1	4	6	-5	13	8
COc1ccc(CC(=O)NNC(=O)c2cc(Cl)ccc2OC)cc1	-0.1	99	-4	-1	-0.2	-3	1	-5	-16	2
Cc1ccc(NC(=O)Nc2cnccn2)c(C)c1	0.4	97	5	·	0.1	6	-7	-6	·	-6
COc1ccc([N+](=O)[O-])c(C=CC(=O)c2ccccn2)c1	-0.2	100	0	5	0.2	7	30*	-9	1	-8
O=S(=O)(c1ccccc1)N1CC2CC(Br)C(Br)CC21 (centres undefined)	0.5	84	-8	0	0.3	3	2	-6	-10	1
NC(=O)c1cc(S(=O)(=O)NCCCc2ccccc2)cs1	-1.1	96	4	-1	0.3	1	9	-18	-2	-7
CC(C)N(Cc1nccn1C)C(=O)c1cc(COc2ccc(-n3cncn3)cc2)on1	-2.9	99	1	2	0.2	4	3	-3	-7	-4
CCCCC(=O)NC(c1ccc(N(C)C)cc1)c1ccc2cccnc2c1O (centres undefined)	0.0	98	0	-11	-0.5	-2	-2	-20	-6	31
Cc1ccc(C)c(N2CCN(C(=O)CSc3ccsc3[N+](=O)[O-])CC2)c1	2.8	103	4	-1	-0.3	1	6	-4	-7	-2
CC(C)(C)NC(=O)c1ccc2c(c1)CCO2	2.1	99	-1	2	0.2	6	4	-4	2	2
Cc1cccc(NC(=O)CN(CCc2ccccc2)S(C)(=O)=O)c1	-0.1	107	-1	-3	0.1	6	14	-6	-3	-4
Cc1ccc(NC(=O)c2cccnc2)cc1S(=O)(=O)N1CCOCC1	-1.4	96	13	2	0.1	-5	5	-2	·	1
Cc1ccc(NC(=O)Nc2nnc(-c3ccncc3)s2)cc1C	7.2	97	-2	-9	-0.4	-3	19	-5	-16	-24
CN(Cc1ccc(Cl)cc1)C(=O)CNC(=O)C12CC3CC(CC(C3)C1)C2	-2.3	101	-3	-2	0.3	-1	6	-6	-5	-10

Reprinted from the entries so far for reference:
SMILES	MC4R ag barr	ABCB6 inh MLPCN	PDI inh	Glyco luc inh	aDG glyco up	HTR2A ag	MC4R antagonist	CaV13 FRET inh	Vif imaging	H9c2 protect
CCCCC(=O)NC(c1ccc(N(C)C)cc1)c1ccc2cccnc2c1O (centres undefined)	0.0	98	0	-11	-0.5	-2	-2	-20	-6	31
Cc1ccc(C)c(N2CCN(C(=O)CSc3ccsc3[N+](=O)[O-])CC2)c1	2.8	103	4	-1	-0.3	1	6	-4	-7	-2

The list goes on.
SMILES	MC4R ag barr	ABCB6 inh MLPCN	PDI inh	Glyco luc inh	aDG glyco up	HTR2A ag	MC4R antagonist	CaV13 FRET inh	Vif imaging	H9c2 protect
CC(C)NC(=O)NC(=O)CSc1ncc(C(F)(F)F)cc1Cl	3.2	102	0	-1	0.2	-3	21	-3	1	-8
CCOC(=O)[C@]12CCC=C1N(Cc1ccc(Cl)cc1Cl)C(=O)[C@H](CC(=O)NCCCN1CCCC1=O)C2	·	88	·	·	-0.1	3	·	-2	·	·
Cc1ccc(Nc2n[nH]c(=S)s2)cc1C	-3.4	100	-3	2	-0.1	3	4	-6	5	-4
Cn1c(=O)c(C(=O)NCCc2ccccc2)c(O)c2ccccc21	5.0	103	-5	2	0.0	0	4	-4	-2	12
COc1ccc2nc(N3CCN(C(=O)C4COc5ccccc5O4)CC3)sc2c1 (centres undefined)	-1.6	101	4	-1	0.1	0	1	-5	-9	-2
COc1ccc2[nH]c(C)c(C(=O)CN3CCOCC3)c2c1	-0.5	103	7	2	0.1	1	0	0	7	8
COC(=O)C(NC(=O)Nc1ccccc1OC)C(C)C (centres undefined)	-1.1	92	5	3	0.3	9	3	·	9	3
COc1ccc(N2CC(O)=C(c3nc(-c4ccccc4)cs3)C2=N)cc1	19*	96	-3	-1	0.2	-2	8	-9	0	0
CN1CCN(c2c([N+](=O)[O-])cnc3ccccc23)CC1	-2.3	100	-1	-1	-0.1	4	1	-1	-3	0
